Yeast lifespan up – extends the lifespan of yeast | S. cerevisiae growth with nicotinamide, OD615; deaD strain in restrictive glucose medium | inhibition of the nicotinamide effect, % at 10 µM | actives 0.68% (n = 130,000) | AID 775;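 active means inhibition above a set limit, placed 3 SD over the median of all compounds, cut at about 26% in these data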;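 further: 0% = nicotinamide-treated wells and 100% = cells grown without nicotinamide; some compounds called inactive have numbers as strong as hits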
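Assay system: DeaD-strain S. cerevisiae. Medium: CSMM-D glucose medium, restrictive. Reagent: nicotinamide, 1.5 mM, co-present with compound. Compound: 10 µM single point, 0.25% DMSO. Schedule: culture preincubation 4 h, compound exposure 48 h, both 30 °C. Detection: absorbance at 615 nm.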
NPY-Y2 antag – blocks the human neuropeptide Y Y2 receptor; P49146; NPY-Y2 expressing cells, antagonist mode; inhibition, % at 2.7 µM; actives 0.99% (n = 140,000); AID 793; in the data active means inhibition above about 17%;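 further: 0% = vehicle with agonist challenge and 100% = reference antagonist with challenge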
Target sequence (P49146 whole entry, looked up): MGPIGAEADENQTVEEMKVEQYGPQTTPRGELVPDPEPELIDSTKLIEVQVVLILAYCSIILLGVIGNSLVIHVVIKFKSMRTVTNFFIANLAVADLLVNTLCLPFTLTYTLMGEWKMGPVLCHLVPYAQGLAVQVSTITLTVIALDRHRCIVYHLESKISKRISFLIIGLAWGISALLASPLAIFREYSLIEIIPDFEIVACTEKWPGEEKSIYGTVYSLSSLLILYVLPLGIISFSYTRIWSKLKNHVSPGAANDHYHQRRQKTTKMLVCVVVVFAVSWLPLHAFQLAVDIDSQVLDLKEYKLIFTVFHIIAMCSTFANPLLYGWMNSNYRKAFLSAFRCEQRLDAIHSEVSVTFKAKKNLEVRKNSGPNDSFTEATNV
Measles CPE – protection of cells from measles virus; protection (pct of control), % at 4 µM; Measles virus-infected cells, CPE protection, absorbance; actives 1.5% (n = 140,000); in the data active means protection mostly above about 24%, no sharp cut-off; inactive means mostly below about 26%; further: some compounds called inactive have numbers as strong as hits
Phagocyt inh – macrophage phagocytosis inhibition. J774A.1 macrophage IgG-bead phagocytosis, imaging. inhibition, % at 5 µM. actives 0.07% (n = 110,000);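 active means inhibition above the mean of the plate negative controls plus 5 SD, cut at about 13% in these data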;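 further: phagocytic index as fraction of beads internalized from green versus red external bead signal; plate controls were DMSO negative control for no effect and cytochalasin-D positive control for full effect; some results beyond the cut were filed as inactive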
GALR2 blocker – GALR2 (human) receptor antagonism. O43603. GALR2-expressing cells, antagonist mode. inhibition, % at 4 µM. actives 0.39% (n = 140,000). AID 828; in the data active means inhibition above about 27%;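 further: cells stimulated with galanin 1-16 at roughly its EC80; 0% = agonist challenge control and 100% = basal control without agonist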
Target sequence (O43603 whole entry, looked up): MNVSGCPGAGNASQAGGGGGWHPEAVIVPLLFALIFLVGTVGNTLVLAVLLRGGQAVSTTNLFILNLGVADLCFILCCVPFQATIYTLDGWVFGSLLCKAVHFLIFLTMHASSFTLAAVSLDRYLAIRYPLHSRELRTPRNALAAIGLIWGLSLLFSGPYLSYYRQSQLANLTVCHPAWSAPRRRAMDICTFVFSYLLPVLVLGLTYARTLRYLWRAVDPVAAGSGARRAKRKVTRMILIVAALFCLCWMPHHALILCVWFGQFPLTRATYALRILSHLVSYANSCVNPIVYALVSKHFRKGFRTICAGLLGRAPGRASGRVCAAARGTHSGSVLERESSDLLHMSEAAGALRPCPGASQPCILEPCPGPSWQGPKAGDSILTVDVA
E-sel TNF inh – TNF alpha driven E-selectin expression inhibition | HUVEC TNFa-induced E-selectin immunofluorescence, high content | inhibition, % at 2 µM | actives 0.71% (n = 120,000) | AID 1246;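 active means inhibition above the batch mean plus 3 SD, and confirmed as a hit on visual image review, cut at about 43% in these data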;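 further: 0% = TNF-stimulated DMSO wells and 100% = unstimulated control wells; not every result past the cut was called active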
PTEN del growth – growth suppressors of cells with PTEN tumor suppressor deletion; HCT116 PTEN-null viability, CellTiter-Glo, 60 h; stronger effect = lower value; viability, % at 10 µM; actives 1.2% (n = 140,000); AID 827;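 active means viability at or below a set limit, 4 SD under the median of all tested compounds, cut at about 3.7% in these data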;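 further: PTEN knockout HCT116 line with beta catenin targeted HCT116 as companion control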
MRP-1 activ – activates MRP-1; viability increase, % at 10 µM; H69AR cells + doxorubicin, viability rescue, CellTiter-Glo; AID 799; actives 0.61% (n = 140,000);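 active means viability gain under doxorubicin at or above a set limit, the compound median plus 3 SD, cut at about 4.7% in these data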;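 further: MRP-1 overexpressing cells given doxorubicin 25 µM after compound pretreatment; 18-22 h compound pretreatment then 72 h with doxorubicin before readout; 0% = doxorubicin-only wells and 100% = vehicle-treated cells without doxorubicin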
BB579 growth dn – reduces growth of yeast BB579 in restrictive medium; AID 804; actives 0.51% (n = 140,000); inhibition, % at 10 µM; S. cerevisiae BB579 growth, OD615, 48 h;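 active means inhibition above a set limit, 3 SD over the mean compound inhibition, cut at about 44% in these data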; further: inactives centre near -24
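System: Saccharomyces cerevisiae DeaD strain BB579, replicative lifespan model yeast | Buffer or medium: Restrictive glucose-based CSMM-D medium | Times: 4 h preincubation and 48 h exposure at 30 °C | Detection: OD615 turbidity measurement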
HCT116 bCat-KO – beta-catenin-lacking colon tumor cell growth suppression | HCT116 beta-catenin knockout viability, CellTiter-Glo, 60 h; stronger effect = lower value | viability, % at 10 µM | actives 1.5% (n = 140,000);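 active means viability at or under a set limit, the compound median less 4 SD, cut at about 6% in these data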;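 further: 0% = Hyamine 1622 control at 20 µM and 100% = untreated cell control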
Numbers without * were called inactive; x = no result given. Compounds were not picked by outcome; 6.2% or so of the library scored in one or more.

structure	Yeast lifespan up	NPY-Y2 antag	Measles CPE	Phagocyt inh	GALR2 blocker	E-sel TNF inh	PTEN del growth	MRP-1 activ	BB579 growth dn	HCT116 bCat-KO
C=CCn1c(=O)/c(=C\c2ccsc2)s/c1=C(/C#N)C(=O)NCCN1CCOCC1	2	2	13	-1	-23	-17	99	0.1	2	90
Cc1ccccc1-n1c(SCc2csc(Nc3ccccc3)n2)nnc1-c1cccnc1	0	3	10	-10	1	10	79	-0.4	-34	85
CCOc1ccccc1CNS(=O)(=O)c1ccc2[nH]c(=O)sc2c1	-7	-2	8	2	-1	-1	86	-2.8	-31	91
O=C(COc1ccc2oc(-c3ccccc3)cc(=O)c2c1)NCc1ccco1	17	6	3	-1	0	8	92	-2.2	-35	111
CCC(C)NC(=O)CC1Oc2ccc(C)cc2NC1=O (stereo not given)	-1	3	11	2	8	-5	106	-2.6	-32	96
CCOc1ccc(-n2c(Cc3ccccc3)nnc2SCc2c(C)noc2C)cc1	-16	0	7	x	2	9	69	-3.2	11	68
C=CCn1c(C(C)NC(=O)C(C)(C)C)nc2ccccc21 (stereo not given)	x	3	4	x	11	9	92	2.0	-1	102
Cn1c(=O)[nH]c(=O)c2c1nc(N1CCCCCC1)n2CCN1CCCCCC1	-7	6	39*	x	18	-6	87	-2.9	-13	84
CC(C)(C)OC(=O)N/N=C\C=C\c1ccc2c(c1)OCO2	0	2	17	-7	5	x	95	1.9	-5	95
Cc1c(C(=O)Oc2cccc3ccccc23)cnn1-c1ccccc1	-5	18*	24	0	-1	4	88	-3.5	-19	86
CCc1ccc2oc(=O)cc(CN3CCN(c4ccc(F)cc4)CC3)c2c1	-18	1	11	-1	-1	-28	76	-2.8	-62	78
COc1ccc(C2N(c3ccc(Cl)cc3)C(=O)C3CCCN32)cc1 (stereo not given)	-12	1	16	2	-2	x	99	-1.6	-1	94

Given as labelled records: entries from further up
smiles: Cn1c(=O)[nH]c(=O)c2c1nc(N1CCCCCC1)n2CCN1CCCCCC1
  Yeast lifespan up: -7
  NPY-Y2 antag: 6
  Measles CPE: 39*
  Phagocyt inh: x
  GALR2 blocker: 18
  E-sel TNF inh: -6
  PTEN del growth: 87
  MRP-1 activ: -2.9
  BB579 growth dn: -13
  HCT116 bCat-KO: 84
smiles: CC(C)(C)OC(=O)N/N=C\C=C\c1ccc2c(c1)OCO2
  Yeast lifespan up: 0
  NPY-Y2 antag: 2
  Measles CPE: 17
  Phagocyt inh: -7
  GALR2 blocker: 5
  E-sel TNF inh: x
  PTEN del growth: 95
  MRP-1 activ: 1.9
  BB579 growth dn: -5
  HCT116 bCat-KO: 95
smiles: Cc1c(C(=O)Oc2cccc3ccccc23)cnn1-c1ccccc1
  Yeast lifespan up: -5
  NPY-Y2 antag: 18*
  Measles CPE: 24
  Phagocyt inh: 0
  GALR2 blocker: -1
  E-sel TNF inh: 4
  PTEN del growth: 88
  MRP-1 activ: -3.5
  BB579 growth dn: -19
  HCT116 bCat-KO: 86
smiles: CCc1ccc2oc(=O)cc(CN3CCN(c4ccc(F)cc4)CC3)c2c1
  Yeast lifespan up: -18
  NPY-Y2 antag: 1
  Measles CPE: 11
  Phagocyt inh: -1
  GALR2 blocker: -1
  E-sel TNF inh: -28
  PTEN del growth: 76
  MRP-1 activ: -2.8
  BB579 growth dn: -62
  HCT116 bCat-KO: 78

Later entries:
structure	Yeast lifespan up	NPY-Y2 antag	Measles CPE	Phagocyt inh	GALR2 blocker	E-sel TNF inh	PTEN del growth	MRP-1 activ	BB579 growth dn	HCT116 bCat-KO
CCOCCn1c(C(C)C)nc2ccccc21	12	0	5	3	-7	39	100	-1.7	-45	92
CCn1c2ccccc2c2cc(NC(=O)CSc3nnnn3-c3ccccc3)ccc21	-3	3	3	0	15	4	91	0.8	-44	94
CSc1cccc(NC(=O)CN(c2ccccc2)S(=O)(=O)N(C)C)c1	6	13	-1	x	2	6	64	-3.2	-19	67
c1ccc(-c2cc(-c3nn4c(-c5ccco5)nnc4s3)c3ccccc3n2)cc1	-11	3	3	-1	4	-41	96	0.1	-37	94
O=C(NC1CCCc2ccccc21)C1CCN(S(=O)(=O)c2cccc(C(F)(F)F)c2)CC1 (stereo not given)	-3	2	9	-2	-4	x	68	0.3	0	69
CN(C)c1ccnc2sc(C(=O)NCc3ccccc3)c(N)c12	-13	-1	5	-2	-6	-3	74	-1.4	-29	84
CC(=O)c1cc(CN2C(=O)CCC2=O)cs1	-18	3	2	x	5	-3	102	0.0	-22	105
O=C(Cc1cccs1)NCc1cn2ccccc2n1	0	1	9	0	-4	x	108	-0.2	9	105
O=C(Nc1cccc(O)c1)c1cc(S(=O)(=O)N2CCCC2)ccc1Cl	-1	2	16	0	-14	-18	82	0.1	-29	86
O=C(CNC(=O)OCc1ccccc1)Oc1cc2oc(=O)cc(-c3ccccc3)c2cc1Cl	-15	4	13	0	31*	-7	100	-0.7	-5	98
COC(=O)C1=C(C)OC(N)=C(C#N)C1c1ccsc1 (stereo not given)	x	6	5	x	15	24	93	-0.4	-16	92
COc1ccc(/C=C2\SC(N3CCc4ccccc4C3)=NC2=O)cc1	3	13	10	-4	0	x	71	0.8	-27	76
Cn1c(=O)n(C)c2cc(/C=N/NC(=O)c3cccc(Br)c3)ccc21	-5	1	25	x	4	-37	71	-4.5	-12	89
COC(=O)c1ccccc1NC(=O)CSc1n[nH]c(C)n1	x	4	13	x	-24	3	97	0.1	-24	92
O=C(C1CC1)N1CCN=C1SCc1ccccc1	-9	0	41*	0	4	-12	93	1.6	-27	104
OC(CN(c1ccccc1)c1ccccc1)Cn1cnc2ccccc21 (stereo not given)	-5	0	3	3	-14	x	41	-5.5	-24	40
Cc1cc(=O)n2[nH]cnc2n1	1	-1	21	-13	-7	14	101	-1.2	-8	98
C/C(=N\NC(=O)c1ccc(NS(=O)(=O)c2cccs2)cc1)c1ccccc1	-2	0	7	-4	8	x	99	-1.4	-16	91
O=c1c(-c2ccccc2)[n+]([O-])c2ccccc2n1O	-4	3	12	-3	8	12	96	-1.1	-3	94
COC(=O)CSc1nc(N)c2c3c(sc2n1)CCCC3	-8	2	36	0	3	0	97	-1.6	-35	103
COc1cc(OC)cc(-n2nnnc2SCC(=O)N2CCCc3ccccc32)c1	-33	1	9	0	1	3	85	-2.2	-22	94
Cc1ccc2c(c1)nnn2C1CCN(C(=O)NC23CC4CC(CC(C4)C2)C3)CC1	-4	1	3	1	-8	-10	95	-0.6	-29	98
COc1ccccc1NC(=O)/C=C/C(N)=O	-5	0	4	-1	-10	-1	100	-1.7	-51	95
CSc1nc2ccccc2cc1/C=C(\C#N)c1ccc(Cl)cc1Cl	-14	4	37	x	-9	8	3.5*	-5.2	-33	4.2*
CCOC(=O)N1CCC(NC(=O)Cn2ncc3ccccc32)CC1	1	-2	7	0	-7	x	96	-1.2	6	93
Cc1c(NC(=O)OCCNC(=O)COc2c(Cl)cccc2Cl)sc(=S)n1C	-1	3	1	x	2	-18	93	-1.8	-21	93
O=C(Nc1ccccc1F)N(CCCN1CCOCC1)Cc1cc2cc3c(cc2[nH]c1=O)OCCO3	-18	3	5	-1	-17	10	71	-5.0	-21	67
Fc1ccc(-c2cc3nc4c(c(N5CCOCC5)n3n2)CCCC4)cc1	-23	5	6	-1	6	x	72	-4.5	-19	77
CCOC(=O)c1nnn(-c2nonc2N)c1COc1c(C=O)cccc1OC	8	3	1	0	-14	3	82	-1.5	-27	84
COc1ccccc1NC(=O)CSc1nnc(C)n1CCc1ccccc1	-4	4	10	-1	6	-24	107	-1.3	1	100
Cc1ccc(S(=O)(=O)N2CCCCC2)cc1C(=O)Nc1ccc2cn[nH]c2c1	-17	0	-1	-1	0	12	79	-1.2	-6	95
COC(=O)c1[nH]c2cccc(Cl)c2c1NC(=O)CN1CCCCC1C (stereo not given)	-13	1	29	0	-9	x	89	-1.3	-13	88
COC(=O)CSc1nnc(CNC(=O)Cc2ccccc2)n1C	-4	3	7	-1	4	-31	96	-2.1	-10	91
CCN(CC)CCCNC(=O)CCc1ccccc1	-2	6	12	0	-11	16	89	-1.9	-18	97
O=C(O)CCCC(=O)N1CCc2cc(S(=O)(=O)N3CCc4ccccc43)ccc21	-6	1	14	0	-5	x	98	-1.9	-28	87
Cc1noc(/C=C/N(C)C)c1S(=O)(=O)N1CCCC(C(=O)NCc2ccccc2Cl)C1 (stereo not given)	-27	0	6	-1	-10	-13	87	7.6*	-22	88
O=C(CSC(=S)N1CCCCC1)Nc1nc(-c2ccccc2)c(-c2ccccc2)o1	-2	8	39	-6	11	9	58	-2.9	-27	60
C=C(C)c1cccc(C(C)(C)NC(=O)Nc2cc(C)ccn2)c1	14	4	6	-9	2	-10	48	-0.7	-35	42
COC(=O)c1ccc(C2C(C(=O)Nc3ccccc3C)=C(C)Nc3ncnn32)cc1 (stereo not given)	-18	0	11	0	-5	-10	89	-3.0	-38	112
O=C(CC(=O)c1ccccc1O)c1cccc(F)c1	-12	1	6	-1	7	x	31	-2.3	20	28
Cc1cc(N2CCCc3ccccc32)n2ncnc2n1	-12	3	9	0	3	-23	70	-2.5	2	84
COc1ccccc1NS(=O)(=O)c1ccc2oc(SC3CCOC3=O)nc2c1 (stereo not given)	-15	-2	3	0	0	x	92	1.2	-5	89
COc1ccc(NC(=O)CC(C)C)c(OC)c1	-17	-2	4	-1	1	-2	89	-0.8	-70	91
